GPR35 arrestin U2OS: GPR35 antagonists blocking zaprinast-driven arrestin recruitment, primary screen, imaging, U2OS, beta-arrestin-GFP, zaprinast agonist (AID 2058). hit rate 0.052% among 290,000. U2OS GPR35 beta-arrestin-GFP translocation imaging, zaprinast antagonism; higher % means a stronger effect. one-dose inhibition, % at 10 µM; IC50 in µM for titrated hits;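 active = inhibition of at least 50% with at least 30 cells and total cytoplasm GFP at most 10,000,000; inconclusive = under 30 cells or total GFP of 10,000,000 plus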
K1F lysis inhibition: protection from phage-mediated lysis, alamar blue read-out – E. coli UTI89, K1F phage, bacterial capsule biogenesis inhibitors (AID 488966); inhibition, % at 100 µM, or IC50 in µM where a hit was titrated; hit rate 0.02% among 340,000; E. coli UTI89 K1F phage lysis, alamar blue, 2 h; higher % means a stronger effect;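 active = phage lysis inhibition, versus mean bacterial control, above a set limit; inconclusive = no clear call, values can overlap the other calls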;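 also: capsule biogenesis inhibitors block K1F phage lysis so surviving cells raise fluorescence; higher fluorescence means more inhibition of phage lysis; actives were called in the ten point dose series up to 300 µM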
Dengue-2 NS5 capping: Dengue-2 NS5 methyltransferase inhibitors, primary screen, biochemical, confirmation dose response (AID 588689); Dengue-2 NS5 methyltransferase capping enzyme assay, biochemical; higher % means a stronger effect; inhibition, % at 25 µM; hits with a dose series show IC50 in µM; hit rate 0.3% among 340,000; in the data active = a potency from the dose series; inconclusive = inhibition above about 29% without an active follow-up result
GPR55 LPI antagonism: inhibition of LPI-stimulated GPR55 beta-arrestin translocation – imaging, U2OS, beta-arrestin-GFP, LPI agonist, primary screen (AID 2013); U2OS GPR55 beta-arrestin-GFP translocation imaging, LPI antagonism; higher % means a stronger effect; inhibition, % at 10 µM; hits with a dose series show IC50 in µM; hit rate 0.13% among 290,000;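 active = spots per cell inhibited over 60%, with over 100 cells counted and total cytoplasm intensity under 500,000; inconclusive = wells with under 100 cells, flagged as likely toxic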;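 also: U2OS cells stably carrying GPR55 and arrestin-GFP stimulated by 5 µM LPI near EC80; imaged beta-arrestin-GFP aggregate spots per cell after agonist stimulation; plate controls were LPI-stimulated DMSO wells for no effect and DMSO wells without LPI for full effect; some results filed as inactive read as strong as hits; confirmed hits need IC50 under 10 µM and bright autofluorescent wells are also inconclusive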
SV40 large T antigen: TAg ATPase/helicase activity blockers – biochemical (AID 1903); SV40 large T antigen ATPase/helicase inhibition assay; higher % means a stronger effect; hit rate 0.39% among 310,000; inhibition, % at 20 µM, or IC50 in µM where a hit was titrated; in the data active = a potency from the dose series; inconclusive = inhibition mostly from about 32% at the one dose, without a potency; inactive = the rest, 99 in 100 with inhibition below about 32%; also: strong numbers were not always called active
MgcRacGAP inhibition: MgcRacGAP GTPase-activating activity inhibitors, confirmation, biochemical, ADP Hunter fluorescence. inhibition, % at 30 µM; hits with a dose series show IC50 in µM. MgcRacGAP-stimulated Rac1 GTP hydrolysis, ADP Hunter fluorescence; higher % means a stronger effect; GST-tagged Rac1 F28L mutant substrate. hit rate 0.6% among 340,000. AID 624330;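 active = first-screen hits whose inhibition reached a set limit at any dose in the follow-up dose series; inconclusive = inhibition above the set first-screen limit but never retested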;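 also: fluorescence reports GDP produced by GAP-driven GTP hydrolysis; strong numbers were not always called active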
HIV peptide binding: cell-free HIV fusion peptide-binding blockers – biochemical, uHTS, fluorescence dequenching, primary screen (AID 1986); cell-free peptide binding, fluorescence dequenching, 30 min; higher % means a stronger effect; hit rate 0.3% among 290,000; inhibition, % at 20 µM; hits with a dose series show IC50 in µM; in the data active = inhibition mostly above about 52%, no sharp cut-off; inactive = mostly below about 76%; also: some results filed as inactive read as strong as hits
PhoP inhibition: inhibitors of PhoP regulon expression, primary screen, Salmonella Typhimurium, GFP reporter (AID 1863); S. Typhimurium PhoP-regulated promoter GFP reporter, 4 h; higher % means a stronger effect; inhibition, % at 50 µM, or IC50 in µM where a hit was titrated; hit rate 0.16% among 300,000;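 active = inhibition over 29.93%, a cutoff 3 SD above the screen mean, later confirmed by dose response; inconclusive = inhibition over 29.93% but no dose response follow-up; inactive = inhibition at most 29.93% or unconfirmed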;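 also: 0% = low Mg2+ inducing control and 100% = high Mg2+ repressing control; strong numbers were not always called active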
RSV antiviral HEp-2: inhibition of RSV-induced cytopathic effect – HEp-2 cells, primary 10 µM value included (AID 2391); HEp-2 cells, RSV-induced CPE inhibition; higher % means a stronger effect; CPE inhibition, % at 10 µM, or IC50 in µM where a hit was titrated; hit rate 0.13% among 310,000; in the data active = a potency from the dose series; inconclusive = CPE inhibition mostly from about 23% at the one dose, without a potency; inactive = the rest, 99 in 100 with CPE inhibition below about 21%; also: strong numbers were not always called active
Dengue-2 NS5 capping pilot replicate: also measured in Dengue-2 NS5 capping; calls as there; inhibition, %; measured here: pilot screen replicate inhibition
Numbers without * were called inactive; u = inconclusive; x = not tested or not shown; [ ] = dose if it differs, or a comment.

SMILES | GPR35 arrestin U2OS | K1F lysis inhibition | Dengue-2 NS5 capping | GPR55 LPI antagonism | SV40 large T antigen | MgcRacGAP inhibition | HIV peptide binding | PhoP inhibition | RSV antiviral HEp-2 | others
CC(=O)Nc1ccc(C(=O)OCC(=O)Nc2ccccc2Sc2ccccc2)cc1 | -6% | -0.4% | 1% | 16% | 8% | 1% | -0.2% | -9% | 4.7%
CCN1CCN(c2c(Cl)cccc2NC(=O)c2ccc([N+](=O)[O-])o2)CC1 | -4% | -1.6%[50 µM] | -1% | -4% | 15% | 11% | 1.0% | 3% | 0.4%
CC(C)(CNC(=O)CO/N=C1/C=C2CCC3C(C(O)C[C@@]4(C)C3CC[C@]4(O)C(=O)CO)[C@@]2(C)CC1)C(O)C(=O)O (some centres not stated) | 3% | -1.0%[50 µM] | -9% | 2% | -3% | 8% | 8.5% | 2% | 0.0%
O=C(O)c1ccc(/C=N/N2CCN(C3c4ccccc4-c4ccccc43)CC2)cc1 | -2% | 0.8% | -6% | 5% | 2% | 6% | 24% | -2% | 4.3%
O=C(Nc1ccccc1N1CCCCC1)c1ccc(N2C(=O)c3ccccc3C2=O)cc1 | 10% | 0.5% | -3% | 2µM* | 5% | 4% | -1.5% | -13% | 0.3% | Dengue-2 NS5 capping pilot replicate=-0.3
COc1ccc(-c2noc(CN(C(=O)c3ccc4c(c3)OCO4)C(C)C)n2)cc1 | -6% | -0.1% | -5% | -1% | 7% | 4% | 0.3% | 1% | 1.1%
Cc1cccc(NC(=O)N2CCCC(CNC(=O)c3ccccc3Cl)C2)c1C (configuration not stated) | -13% | 0.0% | 3% | 5% | 9% | 7% | 1.3% | -1% | 12%
Cc1cccc(C(C)C)c1NC(=O)CN1C(=O)NC(Cc2ccccc2)C1=O (configuration not stated) | x | 1.1%[50 µM] | 4% | x | 1% | 1% | x | 1% | -2.5%
O=C(O)C1C2C=CC3(CN(C/C=C/c4ccccc4)C(=O)C13)O2 (configuration not stated) | 4% | 0.3% | 0% | 12% | 11% | 6% | 0.0% | -19% | 1.8%
CSc1ccc(-c2cccc([N+](=O)[O-])c2)nn1 | 8% | -0.1% | -5% | 2% | 8% | 1% | -2.2% | 5% | 2.8%
COc1ccc(S(=O)(=O)N(C)C)cc1NC(=O)CCNC(=O)c1ccccc1OC | 12% | 0.1% | -1% | 5% | 1% | 8% | -2.4% | 4% | 1.1%
O=C(OCC(=O)N1CCCC1=O)c1ccc(F)c(S(=O)(=O)N2CCOCC2)c1 | -15% | 0.3%[50 µM] | 3% | -15% | -1% | 11% | 1.0% | 0% | 1.9%
O=C(Nc1ccc(Sc2ccc(Br)cc2)cc1)c1ccco1 | 4% | 0.9% | -2% | -2% | 3% | 2% | 3.5% | -3% | 16%
CC(C)(C)OC(=O)N[C@@H](C(=O)OC(C)(C)C)c1ccc2ccccc2c1 | x | -0.1% | -1% | x | x | 1% | x | x | -0.9%
Cc1nonc1CC(=O)N1CCc2c([nH]c3ccccc23)C1c1ccccc1F (configuration not stated) | 6% | -1.1% | -5% | -2% | 3% | 11% | 1.9% | -7% | 16%
c1cc(CNC2C3CC4CC(C3)CC2C4)ccn1 (configuration not stated) | 9% | 0.6% | -2% | 6% | 2% | -4% | 4.7% | 2% | -1.7%
Cc1c(Cl)cccc1NC(=S)/C(=C(\[O-])c1ccc(Cl)s1)[n+]1ccccc1 | -2% | 4.5% | 13% | 6% | 1% | 5% | 13% | -2% | 2.4%
O=C(COc1ccc(Cl)cc1Cl)Nc1ccc(-c2ccc(N3CCOCC3)nn2)cc1 | x | 1.5%[50 µM] | 6% | x | 9% | 2% | x | 1% | 9.0%
Oc1ccc(-c2csc(Nc3ncccn3)n2)c(O)c1 | 6% | -0.2% | 2% | -1% | 23% | u | -2.3% | 11% | 8.9%
c1ccc2sc(N3CN(CCN4CCOCC4)CN(c4nc5ccccc5s4)C3)nc2c1 | 19% | -1.2% | -4% | 3% | 6% | -3% | -0.9% | -10% | 1.1%
Cc1c(-c2ccccc2)[n+](=O)c2c(n1[O-])CCCC2 | -6% | 0.4% | -5% | 0% | 5% | 8% | -1.3% | 0% | 1.3%
O=C(CCn1nnc2ccccc2c1=O)N[C@@H](Cc1c[nH]c2ccccc12)C(=O)O | 6% | 1.8%[50 µM] | 0% | 1% | 16% | 9% | -0.9% | -7% | 1.6%
O=C(c1ccc2c3n(nc2c1)-c1ccccc1CO3)N1CCCCC1 | -11% | -0.1% | 2% | 6% | 10% | 9% | -1.4% | 4% | 1.4%
O=C(CCl)Nc1cc(SCC(O)CO)cc([N+](=O)[O-])c1 (configuration not stated) | 14% | -0.9% | 1% | 2% | 3% | 3% | -3.5% | -4% | x
COc1ccc(CSc2nnc(C)n2N)cc1 | 7% | 0.1%[50 µM] | -2% | 3% | 9% | 4% | 0.4% | 9% | 2.2%

(continued)
SMILES | GPR35 arrestin U2OS | K1F lysis inhibition | Dengue-2 NS5 capping | GPR55 LPI antagonism | SV40 large T antigen | MgcRacGAP inhibition | HIV peptide binding | PhoP inhibition | RSV antiviral HEp-2 | others
O=C(O)Cc1ccc(NC(=O)COc2ccc3ccccc3c2)cc1 | -25% | -0.5%[50 µM] | 1% | 26% | 4% | 6% | 2.1% | -6% | 2.5%
COc1ccc(NC(=O)CSc2nccn2Cc2ccco2)c(OC)c1 | -13% | 0.9%[50 µM] | 1% | 7% | 18% | 4% | -0.1% | 2% | 2.3%
COc1ccc(C2(c3ccc(OC)cc3)NC(=O)N(CC(=O)Nc3ccccc3)C2=O)cc1 | u | 0.1% | -12% | 5% | 2% | 6% | 2.7% | 5% | 3.6%
CC(C)[C@H](NC(=O)C1CCCC1)c1nc2ccccc2[nH]1 | -13% | -0.2% | -4% | 3% | 1% | 4% | 1.6% | 5% | 1.7%
COc1ccc(Cc2nc3ccccc3n2CC(=O)N/N=C/c2ccc(C)cc2O)cc1OC | 11% | 0.0% | 3% | 1% | 7% | 9% | -3.3% | -6% | 1.8%
Cc1ccc(S(=O)(=O)NCc2ccc(C(=O)NC3CCCCC3)cc2)cc1 | -5% | 0.2% | -4% | 17% | 3% | 11% | -1.0% | 5% | x
CC(=O)C1C(=O)c2c(cccc2[N+](=O)[O-])C1=Nc1ccc(S(N)(=O)=O)cc1 (configuration not stated) | 6% | -0.3% | 24% | -2% | 14% | 21% | 30% | -2% | 0.6%
COc1ccc(CN2C(=O)c3cccnc3C2=O)cc1S(=O)(=O)NCc1ccccc1 | 1% | 1.9% | 6% | 2% | 8% | 5% | 0.8% | 1% | -0.2%
Cn1cc(C=O)c(-c2ccc3c(c2)OCCCO3)n1 | -12% | 0.0% | -1% | -2% | -6% | 9% | 0.1% | 5% | 0.0%
COc1cccc(C(=O)NCC(=O)NNc2ncnc(N)c2[N+](=O)[O-])c1 | 3% | 0.3% | 1% | 6% | 10% | -1% | 0.5% | -4% | 1.2%
CCCCC(=O)N(CCOC)c1nnc(-c2ccccc2C)s1 | 1% | 2.4% | x | 2% | 6% | 0% | 0.2% | -6% | 1.5%
O=C(COc1ccccc1Cl)Nc1cnn(Cc2ccccc2)c1 | -3% | -0.4% | -3% | 9% | 9% | 6% | -1.8% | 4% | 3.0%
COc1ccc(NS(=O)(=O)c2cccc(C(=O)NCCCn3ccnc3)c2)cc1 | x | 0.7%[50 µM] | -11% | x | 8% | 0% | x | -6% | -1.2%
O=c1[nH]c(=O)c2cc([N+](=O)[O-])cc([N+](=O)[O-])c2[nH]1 | 3% | -0.2% | -6% | -3% | 2% | 7% | 0.2% | -22% | 0.0%
Cc1ccc(NC(=O)CSc2nc(=O)n3cc(C)ccc3n2)c(C)c1 | x | 1.4%[50 µM] | 0% | x | 24% | 3% | x | -5% | -0.6%
C[C@@H](C(=O)NCCc1ccccc1F)N1C(=O)N2CCc3c([nH]c4ccccc34)[C@@]2(C)C1=O | 5% | 2.1% | -8% | -12% | 14% | 2% | -0.8% | -5% | 3.5%
CC(C)(C)SCCNC(=O)c1ccc(CN2CCc3ccccc3C2)cc1 | -6% | 0.0% | 1% | 8% | 9% | 10% | -3.4% | 6% | 12%
CCCCCCC(C)n1cc(C(C)=O)c(=O)[nH]c1=O (configuration not stated) | 3% | 0.2% | -4% | 8% | -1% | 7% | -1.7% | -1% | 2.2%
CN(C)c1ncc([N+](=O)[O-])cc1C(F)(F)F | 3% | 0.8% | -11% | 10% | 10% | 10% | 0.0% | -2% | x
O=C(Nc1ccc2oc(-c3ccccc3)nc2c1)c1ccc2c(c1)OCCO2 | 4% | 0.5% | -1% | 3% | 8% | 8% | -2.1% | -4% | 15% | Dengue-2 NS5 capping pilot replicate=-1.1
CCOc1ccc(-c2csc3nc[nH]c(=O)c23)cc1 | 3% | 0.0% | 0% | -8% | 1% | 8% | -1.2% | 6% | 9.7% | Dengue-2 NS5 capping pilot replicate=-1.5
COc1ccc(C2CC(c3cccs3)=NN2c2ccccc2)cc1 (configuration not stated) | 14% | 0.0% | -4% | 23% | -1% | 7% | -0.7% | 1% | 1.9%
CCN(CC)CCCNc1oc(-c2ccccc2[N+](=O)[O-])nc1C#N | -13% | 0.4% | -1% | -10% | 9% | 5% | -1.9% | -7% | x
Cc1cc(C(=O)Nc2ccc3c(c2)CCC3)c2ccccc2n1 | 9% | 0.4% | -10% | 11% | 8% | 5% | -0.8% | -3% | -0.5%
Cc1cccc(N2CCN(C(=O)c3ccc(N4CCCC4=O)cc3)CC2C)c1 (configuration not stated) | 6% | 2.9% | -4% | 4% | 10% | 13% | -1.8% | 3% | 3.3%
O=C(c1ccc(Cl)cc1)c1cc(-c2ccccn2)c(N2CCOCC2)s1 | 0% | -0.4% | -7% | 10% | 6% | 18% | -0.1% | -15% | 0.5%
CCOC(=O)c1ccc(NC(=S)N2CCN(CCN=CC3=C(O)CC(c4ccccc4)CC3=O)CC2)cc1 (configuration not stated) | -5% | x | x | -3% | 3% | x | -1.6% | -12% | 0.6%
O=C(NCC(c1ccco1)N1CCN(c2ccc(F)cc2)CC1)C1CCCCC1 (configuration not stated) | x | 0.9%[50 µM] | -3% | x | 6% | 11% | x | 3% | 0.9%
Cc1cc(C)n(/N=C/c2cc(Cl)cc(Cl)c2O)c(=O)c1 | 6% | -1.0% | 4% | -11% | 2% | 8% | 8.2% | 9% | 3.0%
